# High-throughput results from PubChem.
# MrgX1 antag – antagonists of human MrgX1 receptor; Q96LB2; 1.3% of 310,000 active; B-score at 10 µM; AID 588676; MRGX1-HEK293 calcium flux, Fluo-4, BAM8-22 antagonism; stronger effect = lower value;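 active = calcium-response B-score plate-corrected more than 3 library SD below zero, starting fluorescence within 5 deviations, no agonist response on first addition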;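 also: peak minus trough fluorescence over baseline after final BAM8-22 challenge near maximal dose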
# MrgX1 agonist – human MrgX1 receptor agonism, primary screen; Q96LB2; MrgX1-HEK293 cells, Fluo-4 calcium fluorescence, agonist mode; stronger effect = higher value; B-score at 10 µM; 0.44% of 310,000 active;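 active = calcium response B-score plate-corrected fluorescence ratio at least 3 library SD, with starting fluorescence B-score inside 5 SD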
#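 Material: MrgX1-expressing HEK293 cells / Dosing: compound as first of three additions / Incubation: overnight seeding, then 1 h dark dye loading / Signal: Fluo-4 NW calcium fluorescence / Evaluation: B-scored fluorescence response ratio / Benchmarks: positive and negative control wells on each plate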
# TRPC6 act – activates the mouse TRPC6 cation channel. 0.13% of 310,000 active. Q61143. HEK293-TRPC6 membrane potential dye fluorescence; stronger effect = higher value. B-score at 10 µM;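 active = B-score of the integrated fluorescence ratio above library mean plus 3 SD, and starting fluorescence ratio within library mean plus 5 SD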;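 also: higher score means more depolarization so channel activation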
# Target sequence (Q61143 whole entry, looked up): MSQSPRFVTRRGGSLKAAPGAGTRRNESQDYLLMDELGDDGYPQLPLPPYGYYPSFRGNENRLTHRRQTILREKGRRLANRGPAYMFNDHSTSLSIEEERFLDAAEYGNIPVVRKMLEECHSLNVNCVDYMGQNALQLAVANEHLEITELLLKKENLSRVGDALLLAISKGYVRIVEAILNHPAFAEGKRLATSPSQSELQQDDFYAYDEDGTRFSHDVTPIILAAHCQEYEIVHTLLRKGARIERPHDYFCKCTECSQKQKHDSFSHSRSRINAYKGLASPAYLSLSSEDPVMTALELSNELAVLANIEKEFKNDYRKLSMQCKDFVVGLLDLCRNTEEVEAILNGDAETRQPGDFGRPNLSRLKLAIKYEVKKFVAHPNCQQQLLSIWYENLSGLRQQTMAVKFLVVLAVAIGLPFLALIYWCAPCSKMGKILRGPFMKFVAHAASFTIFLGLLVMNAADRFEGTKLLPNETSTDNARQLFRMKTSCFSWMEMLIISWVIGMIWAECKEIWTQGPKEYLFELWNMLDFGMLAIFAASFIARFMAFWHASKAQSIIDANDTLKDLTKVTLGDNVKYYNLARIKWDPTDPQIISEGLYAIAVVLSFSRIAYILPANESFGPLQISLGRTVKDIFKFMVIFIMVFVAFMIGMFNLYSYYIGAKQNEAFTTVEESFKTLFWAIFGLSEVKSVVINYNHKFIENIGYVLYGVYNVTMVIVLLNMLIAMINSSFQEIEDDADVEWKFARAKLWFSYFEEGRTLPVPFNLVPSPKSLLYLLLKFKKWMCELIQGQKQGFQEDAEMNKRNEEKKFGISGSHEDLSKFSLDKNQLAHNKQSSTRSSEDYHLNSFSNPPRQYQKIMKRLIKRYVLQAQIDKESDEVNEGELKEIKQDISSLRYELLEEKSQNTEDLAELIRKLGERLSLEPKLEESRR
# TRPC6 inhibitor – mouse TRPC6 channel inhibition; B-score at 10 µM; 1.1% of 310,000 active; HEK293-TRPC6, membrane potential dye, ACh-evoked depolarization; stronger effect = lower value; AID 2553;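 active = B-score under library mean minus 3 SD, initial fluorescence not abnormally high, positive integrated signal ratio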;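 also: B-score derived from integrated fluorescence ratio over the kinetic read; more negative B-score means stronger inhibition of depolarization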
# TRPC4 agonist – TRPC4 (mouse) channel activation; Q9QUQ5; HEK293 TRPC4beta/mu-opioid, Fluo4 calcium fluorescence; stronger effect = higher value; B-score at 10 µM; 0.49% of 310,000 active;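 active = B-score above 5 SD of library B-scores, and initial fluorescence ratio not above library mean plus 5 SD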;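 also: positive B-score marks a calcium rise read as TRPC4 activation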
#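 Material: TRPC4beta and mu-opioid receptor HEK293 stable cells | Incubation: 45 min room-temperature Fluo4 loading, 110 s read | Detection: Kinetic Fluo4 calcium fluorescence | Measure: Integrated baseline-normalised fluorescence ratio, converted to per-well B score | Benchmarks: Low control buffer alone, high control maximal DAMGO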
# HIF act – HIF pathway transcriptional activation; 0.32% of 300,000 active; U2OS HRE-luciferase reporter, luminescence; normalized: DMSO 0%, desferrioxamine 100%; activation, % at 7.5 µM (by protocol);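 active = mean activation of at least 10% of the iron chelator positive control signal, with at least half of replicates also reaching 10%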
# AI-2 QS mod – modulators of Vibrio harveyi AI-2 quorum sensing system. Vibrio harveyi JMH597 AI-2 luminescence/OD600 ratio, 9 h; stronger effect = lower value; strain lacks LuxN and CqsS sensors; 0 = neutral-control median. activity change, % at 7.5 µM. 0.4% of 300,000 active; in the data active = activity change below about -75%, passing the limit was not always enough;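 also: luminescence divided by OD600 gain over 9 h not by final OD600 alone; inactives centre near 13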
# PolyA inh – blocks polyadenylation in yeast reporter cells; 0.02% of 300,000 active; S. cerevisiae SKY197-pL101 polyadenylation reporter, beta-gal luminescence; efflux-impaired pdr1/pdr3 knockout yeast; score 100 = 6 SD above DMSO; AID 1875; calls only at 12 µM;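 active = lowest replicate activity score at least 50, where 100 means six control SD above control mean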;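 also: yeast exposed to compound for 9 h at 30 °C; higher score means more reporter readthrough which indicates perturbed polyadenylation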
# MrgX1 PAM – human MrgX1 positive allosteric modulation, primary screen | B-score at 10 µM | AID 588675 | MrgX1-HEK293, Fluo-4 calcium flux, FDSS; stronger effect = higher value | 0.63% of 310,000 active | Q96LB2;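 active = plate-corrected calcium response at least 3 library SD above typical, normal starting fluorescence, not activating the receptor alone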;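 also: compound read alongside a low EC10 to EC30 dose of BAM8-22 agonist; peak minus trough fluorescence over baseline measured at the second addition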
# TRPC4 inh – TRPC4 (mouse) channel inhibition | Q9QUQ5 | HEK293 TRPC4beta/mu-opioid, DAMGO-evoked Fluo4 calcium flux; stronger effect = lower value | B-score at 10 µM | 0.39% of 300,000 active;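 active = B-score over 3 SD under the library average, no early fluorescence shift, positive overall ratio signal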
#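 Assay system: HEK293 cells with stable TRPC4beta plus mu-opioid receptor expression; Probe or stimulus: DAMGO in two steps, submaximal then maximal; Dosing: single-point compound dosing; Measured by: Fluo4 calcium-dye fluorescence, kinetic read; Read-out basis: B score from integrated Fluo4 fluorescence ratio.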
# TRPC4 PAM – allosteric potentiators of mouse TRPC4 channel. Q9QUQ5. HEK293 TRPC4beta/mu-opioid, DAMGO EC20, Fluo-4 Ca2+ flux; stronger effect = higher value. B-score at 10 µM. 0.42% of 310,000 active;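 active = B-score of calcium response area above 5 SD of library B-scores, with initial fluorescence ratio within 5 SD of library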;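 also: B-score of integrated fluorescence ratio over time as area under calcium response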
# Active calls of the source: *; i = inactive; . = no result given. Some of the compounds tested. The share of hits here may be higher or lower than overall.
SMILES,MrgX1 antag,MrgX1 agonist,TRPC6 act,TRPC6 inhibitor,TRPC4 agonist,HIF act,AI-2 QS mod,PolyA inh,MrgX1 PAM,TRPC4 inh,TRPC4 PAM
O=[N+]([O-])c1cccc(Cl)c1NCCNS(=O)(=O)c1ccc(Cl)cc1,i,i,i,i,i,-0.4,-2,i,i,i,i
CC1CCCCC1NC1=NCCS1 (stereo not given),i,i,i,i,i,-0.1,4,i,i,i,i
CCc1ccc(N(CC(=O)Nc2ccccc2C(=O)N2CCOCC2)S(C)(=O)=O)cc1,i,i,i,i,i,0.3,22,i,i,i,i
CCOC(=O)N1CCN(C(=O)c2ccc(CS(=O)(=O)c3ccc(OC)cc3)o2)CC1,i,i,i,i,i,.,38,i,i,i,i
CC1CCCC(NC(=O)COC(=O)Cc2ccsc2)C1C (stereo not given),i,i,i,i,i,1.0,28,i,i,i,i
COc1ccccc1NC(=O)C1(C)Cc2ccccc2C(=O)O1 (stereo not given),i,i,i,i,i,0.6,17,i,i,i,i
C1=C(CCNc2nnnn2-c2ccccc2)CCCC1,i,i,i,i,i,0.1,-41,i,i,i,i
Cc1cccn2c(=O)c(C=NCc3ccccc3)c(NCCO)nc12,i,i,i,i,i,0.0,21,i,i,i,i
COc1ccc(CCNC(=O)c2ccc(-c3ccc([N+](=O)[O-])cc3Cl)o2)cc1OC,i,i,i,i,i,0.1,25,i,i,i,i
CSCCC(NS(=O)(=O)c1ccc(C)cc1)C(=O)NC1CCCCC1 (stereo not given),i,i,i,i,i,0.1,25,i,i,i,i
COc1ccc2[nH]cc(CCNC(=O)CCC3CCCCC3)c2c1,i,i,i,i,i,0.3,21,i,i,i,i
Cc1c(OCC(=O)NCCCn2ccnc2)ccc2c3c(c(=O)oc12)CCCC3,i,i,i,i,i,-0.4,13,i,i,i,i
O=C(Cn1nc(-c2ccccc2)c2ccccc2c1=O)Nc1ccc2c(c1)nc1n2CCOC1,i,i,i,i,i,0.8,30,i,i,i,i
O=C(COc1ccc(Br)cc1)Nc1ccc(S(=O)(=O)Nc2ccccn2)cc1,i,i,i,i,i,-0.5,-87*,i,i,i,i
CCCCC(=O)Nc1sc2c(c1C(N)=O)CCC2,i,i,i,i,i,1.9,15,i,i,i,i
CC(C)CN1CCC(=O)N(CCSc2ccccc2)CC1,i,i,i,i,i,3.8,12,i,i,i,i
CCN(CC)C(=O)CSc1nc2ccccc2c(=O)n1-c1ccccc1OC,i,i,i,i,i,-0.3,5,i,i,i,i
CCNC(=O)COC(=O)c1cccc(Br)c1,i,i,i,i,i,0.2,29,i,i,i,i
COc1cc(COc2ccc3c(C)c(CC(=O)O)c(=O)oc3c2C)cc(OC)c1OC,i,i,i,i,i,-8.9,27,i,i,i,i
CCc1nnc(NC(=O)c2cc(C)oc2C)s1,i,i,i,i,i,1.3,-1,i,i,i,i
CNC(=S)N1CCc2cc(OC)c(OC)cc2C1COc1ccc(F)cc1 (stereo not given),i,i,i,i,i,-0.8,20,i,i,i,i
O=c1cc(N2CCCCC2)c(-c2ccccc2)nn1Cc1ccccc1Cl,i,i,i,i,i,-0.4,25,i,i,i,14*
O=C(Nc1ncc(Cc2cccc(C(F)(F)F)c2)s1)c1ccc(-c2cccc([N+](=O)[O-])c2)o1,i,i,i,i,i,-0.1,13,i,i,i,i
O=C1/C(=C/c2ccccc2O)SC(=S)N1Cc1cccnc1,i,i,i,i,i,0.1,14,i,i,i,i
O=C(Nc1ccccc1N1CCN(c2ccc(F)cc2)CC1)C1CCCCC1,.,.,i,i,i,-1.5,16,i,.,i,i
OCC1(CO)COC(/C=C/c2ccccc2)=N1,i,i,i,i,i,0.7,20,i,i,i,i
COc1ccc(S(=O)(=O)NCC2CCCO2)cc1NC(=O)c1ccccc1 (stereo not given),i,i,i,i,i,-0.5,19,i,i,i,i
Cc1cc(NC(=O)CSc2nc3c(C)ccc(C)c3cc2C#N)no1,i,i,i,i,i,0.3,35,i,i,i,i
CCOc1ccc(Nc2nc3c(C)cccc3cc2C#N)cc1,i,i,i,i,i,0.7,22,i,i,i,i
O=C(NCCN1CCOCC1)c1cccc(Cl)c1,i,i,i,i,i,-0.6,48,i,i,i,i
COc1ccc(OC)c(NC(=O)CSc2nnc(CNc3ccc(F)cc3)o2)c1,i,i,i,i,i,-0.9,25,i,i,i,i
Cc1cc(COc2ccccc2OCc2cc(C)no2)on1,i,i,i,i,i,-0.6,27,.,i,i,i
CC(=O)C1=C(c2ccccc2)OC(N)=C(C#N)C1c1ccccc1C (stereo not given),i,i,i,i,i,-0.2,5,i,i,i,i
COCCCn1c(SCC(=O)Nc2ccccc2)nnc1-c1ccncc1,i,i,i,i,i,-1.8,10,i,i,i,i
CCC(C)NC(=O)N1c2ccccc2Sc2ccccc21 (stereo not given),i,i,i,i,i,1.3,18,i,i,i,i
CC(=O)Nc1cccc(-n2nnc(SCC(=O)Nc3ccc(F)c(Cl)c3)n2)c1,i,i,i,i,i,-1.7,13,i,i,i,i
CCN(CC)CCN(C(=O)c1cc2ccccc2cc1OC)c1nc2ccc(OC)cc2s1,i,i,i,i,i,-0.9,2,i,i,i,i
COc1cc(C(=O)NCC(=O)OCc2cc(=O)oc3c(C)c(C)ccc23)cc(OC)c1OC,i,i,i,i,i,-0.3,27,i,i,i,i
Fc1cc(F)nc(NCc2ccccc2)n1,i,i,i,i,i,0.1,15,i,i,i,i
Oc1ccc(/C=N/NC(=S)NCc2ccco2)cc1,i,i,i,i,i,0.1,12,i,i,i,i
COC(=O)c1ccc(CNC(=O)N2CCN(S(=O)(=O)c3ccc(C)cc3)CC2)cc1,i,i,i,i,i,-0.5,31,i,i,i,i
CCN(CC)c1ccc(/C=N/Nc2nc3ccccc3[nH]2)cc1,.,.,i,-7.7*,i,1.8,-7,i,.,i,i
CCC1CCCCN1C(=O)CCC(=O)Nc1nnc(C(F)(F)F)s1 (stereo not given),i,i,i,i,i,0.0,17,i,i,i,i
COc1ccc(N(C)C(=O)c2cc3c(Cl)nc4ccccc4c3s2)cc1,i,i,i,i,i,3.2,27,i,i,i,i
CCc1ccc(N(CC(=O)NC(C)(C)C)C(=O)CCC(=O)Nc2ccccn2)cc1,i,i,i,i,i,1.3,9,i,i,i,i
Cc1ccc(OC(=O)CN2C(=O)c3ccccc3C2=O)cc1C,i,i,i,i,i,0.1,16,i,i,i,i
CCn1cc(C2=NOC(C(=O)Nc3ccc4c(c3)OCO4)C2)c(C)n1 (stereo not given),i,i,i,i,i,-0.2,18,i,i,i,i
Cc1noc(C(=O)Nc2cccnc2Cl)c1Cl,i,i,i,i,i,2.0,8,i,i,i,i
COc1ccc(N(C(=O)Cn2nnc3ccccc32)C(C(=O)NCc2ccco2)c2ccc(C)o2)cc1 (stereo not given),i,i,i,i,i,-0.5,14,i,i,i,i
COc1ccccc1NC(=O)c1ccc(SCC(=O)NCc2ccccc2Cl)c([N+](=O)[O-])c1,i,i,i,i,i,-0.8,23,i,i,i,i

# Fetched by structure from the entries so far (3):
SMILES,MrgX1 antag,MrgX1 agonist,TRPC6 act,TRPC6 inhibitor,TRPC4 agonist,HIF act,AI-2 QS mod,PolyA inh,MrgX1 PAM,TRPC4 inh,TRPC4 PAM
COc1ccc(OC)c(NC(=O)CSc2nnc(CNc3ccc(F)cc3)o2)c1,i,i,i,i,i,-0.9,25,i,i,i,i
CCC(C)NC(=O)N1c2ccccc2Sc2ccccc21 (stereo not given),i,i,i,i,i,1.3,18,i,i,i,i
CC(=O)C1=C(c2ccccc2)OC(N)=C(C#N)C1c1ccccc1C (stereo not given),i,i,i,i,i,-0.2,5,i,i,i,i

# Continuation.
SMILES,MrgX1 antag,MrgX1 agonist,TRPC6 act,TRPC6 inhibitor,TRPC4 agonist,HIF act,AI-2 QS mod,PolyA inh,MrgX1 PAM,TRPC4 inh,TRPC4 PAM
O=C(O)CC(NC(=O)C(c1ccccc1)c1ccccc1)c1cccc([N+](=O)[O-])c1 (stereo not given),i,i,i,i,i,0.0,-6,i,i,i,i
C/C(=N/NC(=O)C(C)n1nc(C)c([N+](=O)[O-])c1C)c1ccc(OCC(N)=O)cc1 (stereo not given),i,i,i,i,i,-1.6,7,i,i,i,i
O=C(NCCc1ccc(Cl)cc1)c1ccc(CS(=O)Cc2ccccc2Cl)o1 (stereo not given),i,i,i,i,i,-0.3,-1,i,i,i,i
N/C(=N\OC(=O)C(c1ccccc1)c1ccccc1)c1cccnc1,i,i,i,i,i,72*,18,i,i,i,i
CCOC(=O)c1c(CN2CCCCC2)oc2ccc(O)cc12,i,i,i,i,i,-1.1,19,i,i,i,i
CCN(CC)c1ccc(C(=O)OCC(=O)N(C(C)C)C(C)C)cc1,i,i,i,i,i,0.0,6,i,i,i,i
CC(=O)c1cccc(NC(=O)c2ccc(Br)o2)c1,i,i,i,i,i,1.1,16,i,i,i,i
Cc1ccc(S(=O)(=O)N2CCOCC2)cc1C(=O)N1CCOCC1,i,i,i,i,i,-0.2,23,i,i,i,i
CC(C)=CCCC1=CCC2C(=O)NNC(=O)C2C1 (stereo not given),i,i,i,i,i,0.1,14,i,i,i,i
Clc1cccc(Cl)c1Cn1nnc(N2CCCC2)n1,i,i,i,i,i,1.7,16,i,i,i,i
Cc1cc2cc(CNC(=O)c3ccc(S(=O)(=O)N4CCCC4)cc3)ccc2n1C,i,i,i,i,i,-0.5,8,i,i,i,i
Cc1ccc(S(=O)(=O)N2Cc3ccccc3CC2C(=O)Nn2cnnc2)cc1 (stereo not given),i,i,i,i,i,-0.2,11,i,i,i,i
O=C(NCc1cccnc1)C1COc2ccccc2O1 (stereo not given),.,.,i,i,i,-0.2,13,i,.,i,i
COc1cc(-c2nc3n(n2)C(c2ccc(F)cc2)C2=C(CCCC2=O)N3)cc(OC)c1OC (stereo not given),i,i,i,i,i,-0.6,12,i,i,i,i
CCN(CC(=O)Nc1ccc(NC(C)=O)cc1)C(=O)/C=C/c1cn(-c2ccccc2)nc1-c1cccs1,i,i,i,i,i,-0.1,46,i,i,i,i
